Assay outcomes as filed in PubChem BioAssay.
OXTR agonist – activates the human oxytocin receptor | P30559 | CHO-OTR cells, Fluo-8 calcium fluorescence; normalized: DMSO 0%, oxytocin 100% | activation, % at 3 µM | 320,000 compounds, 0.32% hits;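 active = activation above the mean of all tested compounds plus 3 SD, cutoff set per screening run, cut at about 20% in these data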;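 note: peak over basal fluorescence ratio from a 100 s FLIPR kinetic read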
Target sequence (P30559 whole entry, looked up): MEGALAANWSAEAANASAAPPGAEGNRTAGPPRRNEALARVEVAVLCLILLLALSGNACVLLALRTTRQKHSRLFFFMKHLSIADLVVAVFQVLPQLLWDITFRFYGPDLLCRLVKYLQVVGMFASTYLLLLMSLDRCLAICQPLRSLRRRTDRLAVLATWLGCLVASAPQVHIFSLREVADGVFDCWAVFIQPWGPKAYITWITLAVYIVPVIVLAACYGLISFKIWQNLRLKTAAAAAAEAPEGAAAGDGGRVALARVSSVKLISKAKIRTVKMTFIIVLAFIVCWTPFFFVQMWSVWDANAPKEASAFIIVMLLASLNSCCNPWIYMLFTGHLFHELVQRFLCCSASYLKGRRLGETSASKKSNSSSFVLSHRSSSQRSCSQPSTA
* hit, by the source's call.

Structure,OXTR agonist
CCOC(=O)[C@H]1[C@H]2COc3ccc(Br)cc3[C@@H]2N2C(=O)c3cc(F)c(F)cc3NC(=O)[C@@]12C,-1.1
O=C(COc1cccc(Cl)c1)NCC(c1cccs1)N1CCOCC1 (stereo not given),0.4
O=C1C=C(c2ccc(Br)c3ccccc23)C[C@@H](c2ccc3c(c2)OCO3)C1,-0.1
N#Cc1ccc(C(=O)Nc2cccc(S(=O)(=O)NC3=NCCC3)c2)cc1,8.0
COc1ccc(N2CCN(C(=O)c3cccc(S(=O)(=O)N4CCc5ccccc54)c3)CC2)cc1,-1.0
O=C(CCC(=O)Nc1ccccc1)N/N=C/c1ccncc1,-0.6
O=C(Nc1ccc2c(c1)OCO2)C1CC1,1.3
COc1cccc(C(=O)OCC(=O)Nc2ccc(N3CCOCC3)cc2)c1,2.2
CN1CCC(N(C)C(=O)c2cccc(S(=O)(=O)N3CCOCC3)c2)CC1,1.7
O=C(COC(=O)/C=C/c1ccco1)NCc1ccc(Cl)cc1,-2.2
Cc1ccc(C(=O)OCC(=O)N2CCC(c3ccccc3)=N2)c(C)c1,0.0
CCN1CCN(c2ccc(S(=O)(=O)N3CCCCC3)cc2NC(=O)c2ccc([N+](=O)[O-])s2)CC1,7.2
CC(=NNS(=O)(=O)c1cccc([N+](=O)[O-])c1)c1ccc(-n2ccnc2)cc1,1.5
Cc1noc(C)c1CSc1nnc2n(-c3ccccc3)c(=O)c3ccccc3n12,-0.3
O=C1N[C@@H](c2ccccc2)COC(=O)[C@H](Cc2ccc(F)cc2)CC/C=C/C[C@H]1CC(=O)N(CCO)Cc1ccccc1,1.0
COc1ccc(C(=O)Nc2nnc(C)s2)cc1S(=O)(=O)N1CCOCC1,-1.4
CCOc1ccccc1N1CC(C(=O)Nc2cc(S(C)(=O)=O)ccc2Cl)CC1=O (stereo not given),-0.2
c1ccc2c(C[C@@H]3CNCCN3CCCCC3CCCCC3)cccc2c1,9.8
CNC(=O)c1ccc(NC(=O)c2cc(S(=O)(=O)N(C)C)ccc2N2CCCC2)cc1,0.6
COc1ccc(CNC(=O)COc2ccccc2C(=O)c2cnn(-c3ccccc3)c2)cc1OC,5.9
CC(C)CN(C(=O)COc1ccc([N+](=O)[O-])cc1)c1c(N)n(CC(C)C)c(=O)[nH]c1=O,0.9
N#CCCN(C(=O)COC(=O)c1ccc(S(=O)(=O)N2CCCC2)cc1)c1cccc(Cl)c1,4.1
O=c1cc(CCl)nc(Cc2c(Cl)cccc2Cl)[nH]1,-0.3
Cc1ccc(C)c(NC(=O)CN2C(=O)NC(CCc3ccccc3)C2=O)c1 (stereo not given),0.9
CC(C)c1ccc(NC(=O)CN2C(=O)NC(Cc3c[nH]c4ccccc34)C2=O)cc1 (stereo not given),-0.4
Cc1c(C)n2c(SCC(=O)N3CCCC3)nnc2[nH]c1=O,0.2
C[C@@H]1CN([C@@H](C)CO)C(=O)c2cc(NC(=O)Nc3ccc(F)cc3)ccc2O[C@@H]1CN(C)Cc1ccc(Oc2ccccc2)cc1,-0.4
CC(=O)Nc1ccc(S(=O)(=O)Nc2nc3ccccc3nc2Nc2ccc(C(=O)O)c(O)c2)cc1,1.0
Cc1sc2nc(CSCC(=O)Nc3cc(F)ccc3F)[nH]c(=O)c2c1C,-0.9
COc1ccccc1NS(=O)(=O)c1ccc(C(=O)NCCCn2ccnc2)cc1,-0.7
Cc1ccc(NC(=O)C(c2ccccc2)N2CCN(C(=O)c3ccco3)CC2)cc1 (stereo not given),-2.0
CCOc1ccc(NC(=O)CN(C)C(=O)c2ccc3[nH]c4c(c3c2)CC(C)CC4)cc1OCC (stereo not given),1.3
CC(C)CN(C(=O)COC(=O)CCC(=O)c1ccc(Cl)cc1)c1c(N)n(Cc2ccccc2)c(=O)[nH]c1=O,-0.5
Cc1ccc(-c2csc3ncnc(N4CCN(S(=O)(=O)c5cccs5)CC4)c23)cc1,-1.7
CC(Oc1ccccc1)C(=O)NC1CCSc2ccccc21 (stereo not given),-1.8
O=C(Nc1cccnc1)c1cccc(S(=O)(=O)Nc2cccc(Cl)c2)c1,6.7
Cc1c(O)nc(SC2CC(=O)N(c3cc(Cl)cc(Cl)c3)C2=O)[nH]c1=O (stereo not given),-0.8
CCCN1C(=O)C(=O)c2cc(C)ccc21,-1.4
CCc1nnc(NC(=O)c2oc3ccccc3c2COC(C)C)s1,-1.5
CCC1Nc2ncnc(N3CCCCC3)c2N(Cc2ccc(Br)cc2)C1=O (stereo not given),-1.6
COc1ccccc1C(=O)COC(=O)c1cc([N+](=O)[O-])ccc1N1CCOCC1,-2.0
CN(C)c1ccc(C(=O)Nc2cccc(S(=O)(=O)N3CCCC3)c2)cc1,5.2
Cc1ccc(S(=O)(=O)N(C)C)cc1NC(=O)COC(=O)c1ccc2ccccc2n1,0.4
CCCCCCSc1ccc([C@@H]2[C@H]3C(=O)N(C)C(=O)[C@H]3[C@]3(C(=O)OC)CCCCN23)cc1OC,-0.6
C[C@H](CO)N1C[C@H](C)[C@@H](CN(C)C(=O)Nc2ccc(C(F)(F)F)cc2)Oc2c(NC(=O)Nc3ccccc3)cccc2C1=O,1.0
O=C(OCC(=O)N1CCCc2ccccc21)c1cc(S(=O)(=O)N2CCOCC2)ccc1F,-0.4
CNC(=O)c1[nH]cnc1C(=O)Nc1cccc(Cl)c1,0.0
O=C(NCCC1CCCCN1S(=O)(=O)c1ccccc1)C(=O)NCc1ccccc1 (stereo not given),-2.2
NC(=O)c1ccsc1NC(=O)COC(=O)CNC(=O)c1cccc([N+](=O)[O-])c1,4.6
Cc1ccc(S(=O)(=O)NCC(=O)OCC(=O)N2CC(=O)Nc3ccccc32)cc1,0.3
CCCN(CC(=O)Nc1ccccc1OC)C(=O)CSC(=S)N1CCCC1,-0.8
O=C(CN1C(=O)c2ccccc2S1(=O)=O)NCCc1ccc(F)cc1,-0.1
CCOC(=O)c1ccccc1NC(=O)CSc1nc2[nH]ncc2c(=O)[nH]1,-0.1
CCC/C(C#Cc1cc(OC)cc(OC)c1)=C1/c2ccccc2C(=O)N1c1ccccc1,1.7
COCC(=O)N(C)C[C@H]1N[C@@](Cc2ccccc2)(C(=O)OC)[C@H]2C(=O)N(Cc3ccccc3)C(=O)[C@@H]12,0.0
Cc1cc(C(=O)NC2CCC(O)CC2)c(C)o1 (stereo not given),0.2

Further compounds.
Structure,OXTR agonist
O=C(COC(=O)c1ccc(S(=O)(=O)N2CCCCC2)cc1)Nc1ccccc1,0.2
Cc1ccccc1Nc1nc(N)nc(COC(=O)CCNS(=O)(=O)c2ccccc2)n1,-2.3
CS(=O)(=O)c1ccc(Cl)c(NC(=O)CSc2n[nH]c(-c3cccs3)n2)c1,0.9
CC[C@]12c3[nH]c4ccccc4c3CCN1C(=O)C(CC(=O)NCCCn1ccnc1)C[C@@H]2C(=O)N1CCN(C(=O)C2CC2)CC1 (stereo not given in full),-0.2
COc1ccccc1CNC(=O)COC(=O)c1cc(=O)c2ccccc2o1,-0.3
CS(=O)(=O)c1cccc(C(=O)OCCCC(=O)c2ccccc2)c1,3.9
O=C(Nc1ccccc1)C1CCCN1S(=O)(=O)c1cccs1 (stereo not given),1.1
O=C(NCCCN1CCOCC1)c1cc2ccccc2cc1O,1.0
CCOc1ccc(OCCC(=O)OCC(=O)Nc2cc(S(=O)(=O)N3CCOCC3)ccc2C)cc1,-0.6
COc1ccc(NC(=O)COC(=O)c2cc(S(=O)(=O)N3CCCC3)ccc2O)cc1,5.5
CS(=O)(=O)Nc1ccccc1C(=O)OCC(=O)NC1CC1,1.5
Cc1nc(SCC(=O)NCC2CCCO2)c2c(C)c(C)sc2n1 (stereo not given),-0.5
O=C(NCC1CCCO1)c1cc2ccccc2cc1O (stereo not given),-0.4
Cn1c(N)c(C(=O)COC(=O)/C=C/c2cccc(F)c2)c(=O)n(C)c1=O,8.8
CCCCC[C@@H]1C=C(C(=O)O)[C@H](c2ccc3c(c2)OCO3)N1S(=O)(=O)c1ccc(C)cc1,1.1
O=C(NCC(=O)N1CCN(c2ccccc2O)CC1)c1cccs1,4.1
CC(C)c1ccc(S(=O)(=O)N2CCN(C(=O)CN3C(=O)NC4(CCCCC4)C3=O)CC2)cc1,-0.5
CCC(C)(C)C1CCC2(CC1)NC(=O)N(CC(=O)N1CCN(C(=O)c3ccco3)CC1)C2=O (stereo not given),0.0
CC(C)(C)OC(=O)C[C@@H]1C/C=C\C[C@H](CC(=O)N[C@H](CO)Cc2ccccc2)C(=O)N[C@@H](Cc2ccccc2)COC1=O,-0.1
O=C(COC(=O)CCC(=O)c1ccc(F)cc1)NCc1ccc(Cl)cc1,0.8
COc1ccc(S(=O)(=O)NCC(c2ccc(C)cc2)N2CCN(C)CC2)cc1OC (stereo not given),-0.2
COc1ccc(S(=O)(=O)N2CCCCC2)cc1NC(=O)[C@@H]1CCCN1C(=O)c1cccs1,-1.6
Cc1ccc(NC(=O)CSc2nc(=O)n(CCN3CCOCC3)c3c2CCCC3)cc1,-0.9
COc1ccc(NC(=O)CN(C)C(=O)c2ccc3c(c2)NC(=O)CS3)cc1,0.2
CCOc1ccc(OCCC(=O)Nc2ccc3c(c2)OCO3)cc1,-1.0
O=C(COC(=O)/C=C/c1ccc(Cl)c(Cl)c1)NC1CCS(=O)(=O)C1 (stereo not given),14
CCOc1ccccc1N1CCN(C(=O)c2ccc3nc(N)sc3c2)CC1,1.1
CC(C)(C)[C@H]1COC(=O)CC/C=C\C[C@@H](CC(=O)N[C@H](CO)Cc2ccccc2)C(=O)N1,0.9
O=C(CN1C(=O)c2ccccc2C1=O)OCC(=O)c1ccccc1,1.8
c1coc(CSSCc2ccco2)c1,-2.2
O=C(NNC(=O)C1CC(=O)N(Cc2ccccc2)C1)c1ccc(F)cc1 (stereo not given),-0.3
CC(C)[C@H](NC(=O)c1ccccc1Cl)C(=O)Nc1ccc(S(=O)(=O)Nc2nccs2)cc1,2.4

The last 2 records of the part above come first, to join the parts.
Structure,OXTR agonist
O=C(NNC(=O)C1CC(=O)N(Cc2ccccc2)C1)c1ccc(F)cc1 (stereo not given),-0.3
CC(C)[C@H](NC(=O)c1ccccc1Cl)C(=O)Nc1ccc(S(=O)(=O)Nc2nccs2)cc1,2.4
COc1ccc(NC(=O)Cc2cccs2)cc1S(=O)(=O)N1CCCCC1,2.0
Nc1c(C(=O)CSc2n[nH]c(-c3ccccc3Br)n2)c(=O)[nH]c(=O)n1C1CC1,1.7
O=C(C[C@@H]1C/C=C\C[C@H](Cc2ccc(F)cc2)C(=O)OC[C@@H](c2ccccc2)NC1=O)NCCO,0.2
Cc1cc(NC(=O)CSCC(=O)Nc2ccccc2Oc2ccccc2)no1,1.3
CNC(=O)c1c(NC(=O)CS(=O)(=O)c2ccc(F)cc2)sc(C)c1C,0.2
O=C(Cc1ccc([N+](=O)[O-])cc1)Nc1cccc(C(=O)N2CCCCC2)c1,6.5
Cc1ccc(NC(=O)CN2C(=O)NC3(CCCCC3C)C2=O)cc1S(=O)(=O)N1CCCCC1 (stereo not given),-0.4
Nc1cc(C(=O)OCC(=O)NCCC2=CCCCC2)ccc1Cl,-1.6
O=C(Oc1ccc(/C=N/NC(=O)c2ccco2)cc1)c1ccccc1,2.5
O=C(NCCCN1CCOCC1)c1cccc(S(=O)(=O)N2CCOCC2)c1,1.6
Cc1cccc(OCCOC(=O)CN2C(=O)NC3(CCCC3)C2=O)c1,-0.7
COc1ccc(OC)c(-c2csc(NC(=O)CSCC(=O)Nc3cc(C)on3)n2)c1,-2.1
NCCCCCc1cn([C@@H](CO)C(=O)NCCCCCCCCCCC(=O)N2CCNCC2)nn1,0.3
O=C(Nc1ccc(Cl)c(S(=O)(=O)N2CCOCC2)c1)C1=NN(c2ccccc2)C(=O)CC1,1.6
C=CC[C@@H](Cc1ccc(F)cc1)C(=O)OC[C@@H]1CCCN1C(=O)[C@H](CC=C)CC(=O)N[C@H](CO)Cc1ccccc1,-0.5
CCCc1cc(=O)[nH]c(SCC(=O)Nc2ccc(N3CCCCC3)cc2)n1,0.2

In another format: entries from further up
COc1ccc(OC)c(-c2csc(NC(=O)CSCC(=O)Nc3cc(C)on3)n2)c1
- OXTR agonist = -2.1

NCCCCCc1cn([C@@H](CO)C(=O)NCCCCCCCCCCC(=O)N2CCNCC2)nn1
- OXTR agonist = 0.3

O=C(Nc1ccc(Cl)c(S(=O)(=O)N2CCOCC2)c1)C1=NN(c2ccccc2)C(=O)CC1
- OXTR agonist = 1.6

C=CC[C@@H](Cc1ccc(F)cc1)C(=O)OC[C@@H]1CCCN1C(=O)[C@H](CC=C)CC(=O)N[C@H](CO)Cc1ccccc1
- OXTR agonist = -0.5

Further compounds follow:
Structure,OXTR agonist
CCCCCCC[C@@H](C/C=C/CCC(=O)O)OC,0.1
COc1ccc(NC(=O)CSCC(=O)N(C)Cc2c(F)cccc2Cl)cc1,-1.7
O=[N+]([O-])c1ccc(C[n+]2ccccc2)cc1,0.3
O=C(NCC1COc2ccccc2O1)c1cccc(S(=O)(=O)N2CCCCC2)c1 (stereo not given),4.5
Cc1cc(C)c(NC(=O)COC(=O)Cc2cccs2)c(C)c1,-0.6
CN(C)S(=O)(=O)c1ccc(/C(O)=C2/C(=O)C(=O)N(CCCN3CCOCC3)C2c2ccncc2)cc1 (stereo not given),0.6
CC(CCCN(C)C)C(Cc1ccccc1)c1ccccc1 (stereo not given),11
CC1CCCCC12NC(=O)N(CC(=O)N1CCN(Cc3ccc(C#N)cc3)CC1)C2=O (stereo not given),0.9
CC(OC(=O)Cn1cnc2c1c(=O)n(C)c(=O)n2C)C(=O)NC1CCCCC1C (stereo not given),2.1

These rows are one share of the data; rates above refer to the full screens.
